# Screening results from PubChem.
# H9c2 TAG inh: inhibitors of triacylglycerol accumulation, primary screen, cell-based, uHTS, fluorescence, H9c2; H9c2 cells, Nile Red lipid (TAG) fluorescence; cells loaded with 200 µM oleic acid; AID 651582, 2012; inhibition, % at 12.5 µM; 230,000 compounds, 0.66% hits;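 active = pattern-corrected inhibition of lipid staining of at least 50% with the nuclear-stain viability signal not falling by more than 50%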;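 note: 0% = DMSO wells and 100% = triacsin C control wells; some results filed as inactive read as strong as hits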
# H9c2 TAG inh DAPI viability: also measured in H9c2 TAG inh; calls as there; DAPI nuclei signal change (viability), lower = more cytotoxic, %;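 whole-well DAPI fluorescence read on a plate reader as a viability signal; minus 50 percent equals half of cells still viable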
# * hit, by the source's call.
No.	SMILES	H9c2 TAG inh	H9c2 TAG inh DAPI viability
1	CC1CCC2(CC1)NC(=O)N(CC(=O)c1ccc[nH]1)C2=O (stereo not given)	-26	0
2	COC(=O)c1ccccc1Sc1snnc1C	8	-6
3	CCc1cccc2c(C(=O)CN3C(=O)NC4(CCCCCC4)C3=O)c[nH]c12	45	-52
4	O=C(CCN1CCc2ccccc21)c1ccc2c(c1)OCCO2	-18	5
5	Cc1ccc(O)c(NC(=O)c2cc3nc4c(c(C(F)(F)F)n3n2)CCc2ccccc2-4)c1	35	-2
6	COc1ccc(CNC(=O)C(NC(C)=O)C(=O)Nc2ccc(OC)cc2)cc1 (stereo not given)	-9	4
7	NC(=O)CCSC(=S)N1CCOCC1	-4	-3
8	CC1(C)CC2CC(C)(CN2C(=O)COC(=O)c2ccc(NC(=O)CC#N)cc2)C1 (stereo not given)	11	11
9	COCCNC(=O)C1(C)CCCN(C(=O)c2cccc(Cl)c2)C1 (stereo not given)	-6	7
10	O=C(Nc1ccc2c(c1)Cc1ccccc1-2)c1ccc(Br)o1	3	-9
11	O=C(O)c1ccc2ccc3ccccc3c2c1	-5	0
12	COc1ccc(CCNC(=O)C(=O)NCC2OCCN2S(=O)(=O)c2cc(F)ccc2F)cc1 (stereo not given)	7	-3
13	CN(CC(=O)NC(=O)NC1CCCCC1)CC(=O)Nc1ccc(Cl)cc1	6	-1
14	O=C(CNS(=O)(=O)c1cccc2nsnc12)NC1CCCCC1	-15	4
15	N#Cc1nc(-c2ccc(F)cc2)oc1N1CCN(C(=O)c2ccco2)CC1	3	0
16	O=C(CC1C(=O)NCCN1Cc1ccc(F)c(F)c1)NCCn1cccn1 (stereo not given)	13	-8
17	CC(=O)N/C(=C\c1ccccc1)C(=O)OCC(=O)Nc1cc(S(=O)(=O)N(C)C)ccc1Cl	3	0
18	O=C(/C(=C/c1ccc(Cl)cc1)c1nc2ccccc2[nH]1)c1ccccc1	-61	-28
19	O=C(COc1ccccc1Cl)Nc1cc(Cl)ccc1Oc1ccccc1	3	4
20	CCOC(=O)c1cc(C)sc1NC(=O)CSC1=NCCS1	-2	-1
21	Cc1nc(N=C(N)N)nc2ccccc12	-20	-6
22	O=C(Oc1ccccc1-c1csnn1)c1cccs1	-4	-4
23	O=C(O)c1ccc(COc2ccc3ccccc3c2/C=C2/NC(=O)N(c3ccccc3)C2=O)cc1	-10	9
24	CCCS(=O)(=O)N1CCCC(C(=O)NCCCN(C)Cc2ccccc2)C1 (stereo not given)	16	1
25	O=C(CCc1nc2ccccc2[nH]c1=O)OCC(=O)N1CCc2ccccc21	28	-17
26	Cc1ccc(NC(=O)CSC(C)C(=O)OCC(=O)N2CCN(C(=O)c3ccco3)CC2)cc1 (stereo not given)	3	-6
27	O=C(Nc1nnc(-c2cccnc2)o1)c1ccccc1Cl	-18	1
28	Cc1ccc(N(CCC#N)C(=O)CSc2nnc3ccccn23)cc1	2	-7
29	CCOC(=O)c1c(C)[nH]c(C(=O)OC(C)C(=O)NC2CCCCC2C)c1C (stereo not given)	-7	7
30	COc1cc(C(=O)NC(=S)Nc2ccccc2[N+](=O)[O-])cc(OC)c1OC	-6	-4
31	O=C(O)c1oc2ccccc2c1CSCc1ccccc1	2	3
32	O=C(NCC(=O)N(CCN1CCOCC1)C(C(=O)NC1CCCC1)c1ccccc1)c1cccs1 (stereo not given)	3	-11
33	CCOc1ccc(Nc2ncnc3ccc([N+](=O)[O-])cc23)cc1	-8	3
34	CCN(c1ccccc1)S(=O)(=O)c1ccc(Oc2ccccc2C(C)=O)nc1	-4	-4
35	CC1=C(OC(=O)c2ccccc2)C(C)(C)C(c2ccc(Br)cc2)OC1=O (stereo not given)	7	3
36	O=C(NCc1cccnc1)/C(=N\O)c1ccccc1	8	-11

# A different layout for some results above.
# Fields – H9c2 TAG inh, H9c2 TAG inh DAPI viability
13: CN(CC(=O)NC(=O)NC1CCCCC1)CC(=O)Nc1ccc(Cl)cc1
  6, -1
14: O=C(CNS(=O)(=O)c1cccc2nsnc12)NC1CCCCC1
  -15, 4
15: N#Cc1nc(-c2ccc(F)cc2)oc1N1CCN(C(=O)c2ccco2)CC1
  3, 0
16: O=C(CC1C(=O)NCCN1Cc1ccc(F)c(F)c1)NCCn1cccn1 (stereo not given)
  13, -8
17: CC(=O)N/C(=C\c1ccccc1)C(=O)OCC(=O)Nc1cc(S(=O)(=O)N(C)C)ccc1Cl
  3, 0
18: O=C(/C(=C/c1ccc(Cl)cc1)c1nc2ccccc2[nH]1)c1ccccc1
  -61, -28
19: O=C(COc1ccccc1Cl)Nc1cc(Cl)ccc1Oc1ccccc1
  3, 4
20: CCOC(=O)c1cc(C)sc1NC(=O)CSC1=NCCS1
  -2, -1
21: Cc1nc(N=C(N)N)nc2ccccc12
  -20, -6
22: O=C(Oc1ccccc1-c1csnn1)c1cccs1
  -4, -4
23: O=C(O)c1ccc(COc2ccc3ccccc3c2/C=C2/NC(=O)N(c3ccccc3)C2=O)cc1
  -10, 9
24: CCCS(=O)(=O)N1CCCC(C(=O)NCCCN(C)Cc2ccccc2)C1 (stereo not given)
  16, 1
25: O=C(CCc1nc2ccccc2[nH]c1=O)OCC(=O)N1CCc2ccccc21
  28, -17
26: Cc1ccc(NC(=O)CSC(C)C(=O)OCC(=O)N2CCN(C(=O)c3ccco3)CC2)cc1 (stereo not given)
  3, -6
27: O=C(Nc1nnc(-c2cccnc2)o1)c1ccccc1Cl
  -18, 1
28: Cc1ccc(N(CCC#N)C(=O)CSc2nnc3ccccn23)cc1
  2, -7
29: CCOC(=O)c1c(C)[nH]c(C(=O)OC(C)C(=O)NC2CCCCC2C)c1C (stereo not given)
  -7, 7
30: COc1cc(C(=O)NC(=S)Nc2ccccc2[N+](=O)[O-])cc(OC)c1OC
  -6, -4
31: O=C(O)c1oc2ccccc2c1CSCc1ccccc1
  2, 3
32: O=C(NCC(=O)N(CCN1CCOCC1)C(C(=O)NC1CCCC1)c1ccccc1)c1cccs1 (stereo not given)
  3, -11
33: CCOc1ccc(Nc2ncnc3ccc([N+](=O)[O-])cc23)cc1
  -8, 3
34: CCN(c1ccccc1)S(=O)(=O)c1ccc(Oc2ccccc2C(C)=O)nc1
  -4, -4
35: CC1=C(OC(=O)c2ccccc2)C(C)(C)C(c2ccc(Br)cc2)OC1=O (stereo not given)
  7, 3
36: O=C(NCc1cccnc1)/C(=N\O)c1ccccc1
  8, -11

# Later entries.
No.	SMILES	H9c2 TAG inh	H9c2 TAG inh DAPI viability
37	O=C(Cn1nc(Cc2cccnc2)c2ccccc2c1=O)NCc1ccc(F)cc1	-12	-6
38	COC(=O)N(C)C[C@@H]1OCc2cnnn2CCCC(=O)N([C@@H](C)CO)C[C@H]1C	3	-7
39	O=C(Nc1ccc(F)cc1)Nc1ccccc1C(=O)NCCN1CCNC1=O	11	-6
40	O=C(COc1ccccc1Cl)Nc1ccccc1C(=O)N1CCCCC1	-8	-3
41	O=C(O)C(Oc1ccc2c(c1)oc(=O)c1ccccc12)c1ccccc1 (stereo not given)	12	1
42	Cc1ccnc(N2CCC(C(=O)Nc3nnc(C)s3)CC2)n1	-2	-10
43	O=C(O)C1=C[C@H](c2cccs2)C[C@H](OCCCCO)O1	-2	-1
44	COc1nc(SC)nc(Cl)c1Cc1ccc(OC(C)C)cc1	-30	12
45	O=C(CN1C(=O)c2ccccc2S1(=O)=O)N1CCc2ccccc21	-1	4
46	Cc1cccc2cc(CN(CCCO)C(=O)Nc3cccc(Cl)c3)c(=O)[nH]c12	3	-8
47	O=C(COC(=O)c1cc(=O)[nH]c2ccccc12)NCc1cccc(Cl)c1	-2	-1
48	O=S1(=O)N[C@H](c2ccccc2)C[C@H](c2ccc(C(F)(F)F)cc2)O1	-8	0

# Pulled one by one from the list above (3):
No.	SMILES	H9c2 TAG inh	H9c2 TAG inh DAPI viability
15	N#Cc1nc(-c2ccc(F)cc2)oc1N1CCN(C(=O)c2ccco2)CC1	3	0
35	CC1=C(OC(=O)c2ccccc2)C(C)(C)C(c2ccc(Br)cc2)OC1=O (stereo not given)	7	3
19	O=C(COc1ccccc1Cl)Nc1cc(Cl)ccc1Oc1ccccc1	3	4

# More entries follow:
No.	SMILES	H9c2 TAG inh	H9c2 TAG inh DAPI viability
49	CCOc1ccc(N2CC(NC(=O)c3ccc4ccccc4c3)CC2=O)cc1 (stereo not given)	-25	8
50	O=C(CN(Cc1ccc(Br)cc1)S(=O)(=O)c1ccccc1)NCC1CCCO1 (stereo not given)	-5	-1
51	Cc1ccc(/C=N/NC(=O)c2ccncc2)cc1	-8	-3
52	O=C(N/N=C/c1ccc(Br)s1)c1ccccc1[N+](=O)[O-]	-33	2
53	CCCN(C(=O)C1CCN(S(=O)(=O)c2ccc(OC)c(OC)c2)CC1)C1CCS(=O)(=O)C1 (stereo not given)	11	-4
54	Cc1cc(Cl)c(S(=O)(=O)NCc2ccccc2)cc1OCC(N)=O	-18	1
55	COc1ccc(S(=O)(=O)N2CCCCCC2)cc1C(=O)N(C)CC(=O)Nc1ccc(F)cc1	-13	5
56	O=C1COc2ccc3ccccc3c2CN1	-4	6
57	CCN(CC)C(=O)CCSc1nnc(-c2ccco2)o1	12	-6
58	CC(=O)N(/N=C1\Sc2ccccc2C1=O)c1cccc(C)c1	9	-14
59	COCCCNC(=O)CCCn1c(=O)c2ccccc2n(Cc2cccc([N+](=O)[O-])c2)c1=O	3	6
60	COc1ccc(-c2ccnc(-c3ccc(O)cc3)n2)cc1	43	-25
61	CC(NCC(=O)NC(=O)NC1CCCC1)c1ccc(Cl)cc1Cl (stereo not given)	-7	12
62	CC(=O)Nc1ccc(NC(=O)CCNS(=O)(=O)c2cccc3nsnc23)cc1	-11	4
63	CCc1nc(N)nc(N)c1-c1ccc(N(C)Cc2ccccc2)c([N+](=O)[O-])c1	17	-13
64	O=C(O)C1C2C=CC(O2)C1C(=O)NCCc1cccc(Cl)c1 (stereo not given)	1	-5
65	Cc1nn(C2CCS(=O)(=O)C2)c(C)c1C=O (stereo not given)	3	-5
66	Cc1ccccc1NC(=O)c1ccc(S(=O)(=O)C(F)F)cc1	2	3
67	OCCC1CN(Cc2cc3c(cc2Cl)OCO3)CCN1C1CCCC1 (stereo not given)	-4	5
68	CC(C)c1ccccc1NC(=S)N1CCN(Cc2ccc3c(c2)OCO3)CC1	1	-2
69	CC(=O)Nc1ccc(S(=O)(=O)/N=C2\C(=O)c3ccccc3C([O-])=C2n2cc[n+](-c3ccccn3)c2)cc1	24	-7
70	Cc1cc(C(=O)CN2C(=O)c3ccccc3S2(=O)=O)c(C)n1CC1CCCO1 (stereo not given)	12	9
71	COc1cc2c(cc1OC)CN(C(=O)c1sc(-c3cnccn3)nc1C)CC2	-4	3
72	CCN(CC)c1ccc(C=NCCc2ccc(S(N)(=O)=O)cc2)cc1	4	-2
73	CCOC(=O)c1sc2ccccc2c1OC(=O)c1ccccc1	2	-11
74	COc1ccc(-n2cc(CNC(C)c3ccncn3)c(-c3cccc(F)c3)n2)cc1 (stereo not given)	7	7
75	NS(=O)(=O)c1ccc(NC(NC(=O)c2cccnc2)C(Cl)(Cl)Cl)cc1 (stereo not given)	2	-1
76	Cc1ccc(NC(=O)CN(C)C(=O)Cn2ccsc2=N)cc1	2	-7
77	O=C(CC1CCCCC1)NCc1ccco1	-18	5
78	OC(c1ccccc1)c1ncc(-c2ccc(Oc3ccccc3)cc2)[nH]1 (stereo not given)	6	-8
79	CC(c1n[nH]c(=S)n1-c1ccc(F)cc1)N1CCCCC1 (stereo not given)	6	-1
80	O=C(CSCc1ccccc1Cl)N/N=C/c1ccco1	-21	1
81	CSc1nc(N)nc2c1ncn2C1OC(CO)CC1O (stereo not given)	-11	11
82	O=C(Nc1ccccc1N1CCCC1)C1=COCCO1	10	-2
83	CCCc1cc(C(=O)Nc2cc(C)on2)no1	8	-6
84	C=CCn1c(SCc2ccc(C#N)cc2)nnc1-c1cccc(Cl)c1	-4	-6
85	COC(=O)CNC(=O)c1ccc(F)cc1	3	-1
86	CC1(C)Oc2ccc3ccc(=O)oc3c2[C@@H](O)[C@@H]1O	9	2
87	Cc1ccc(NC(=O)Cn2nnc(-c3ccccc3-n3cnnn3)n2)c(C)c1	-1	1
88	CCOc1cc(C2C(C(=O)OC(C)C)=C(C)N=C3SCCC(=O)N32)ccc1OC(C)=O (stereo not given)	-5	12
89	O=C(CSc1nncs1)Nc1ccc(Cl)cn1	0	6
90	CC1CCCN(Cc2nc3c(c(=O)n(C)c(=O)n3C)n2CC(=O)c2ccccc2)C1 (stereo not given)	-24	-8
91	Cc1ccc(-n2ncc(Br)c(Br)c2=O)cc1	66*	-26*
92	Cn1cc(CNC(=O)C23CC4CC(CC(C4)C2)C3)cn1	-12	13
93	O=C(CC1C(=O)NCCN1C(=O)Nc1ccccc1)Nc1ccc(F)cc1 (stereo not given)	21	-9

# Some of the compounds tested; count on the stated rates, not on these rows.
